From PubChem BioAssay
RGS12 GoLoco inh: RGS12 GoLoco-Gai1 interaction inhibition | P63096 | Gai1:RGS12 GoLoco peptide FP, rhodamine, 10 min | Potency, µM (series often up to 61.6 µM), inactives show at the highest dose activity, negative = inhibition, actives largely listed as inhibitors | 230,000 compounds, 0.44% hits | AID 880; active means well fitted inhibition curve with a large enough effect, not every such curve was filed as active; inactive means no such curve, though single readings can be large or run the other way; further: nearly all actives have a fitted effect of over 30% in size; many of its hits are not listed in these tables
RECQ1 helicase: inhibitors of human RECQ1 DNA helicase. Potency, µM (titrated, usually from 57.3 µM), inactives show at the top dose activity, negative = inhibition, actives largely listed as inhibitors. 240,000 compounds, 0.54% hits. P46063. RECQ1 DNA unwinding, red fluorescence kinetic read;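 further: plate controls were vehicle for no effect and no enzyme for full effect; nearly all actives have a fitted effect of over 30% in size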
Target sequence (P46063 whole entry, looked up): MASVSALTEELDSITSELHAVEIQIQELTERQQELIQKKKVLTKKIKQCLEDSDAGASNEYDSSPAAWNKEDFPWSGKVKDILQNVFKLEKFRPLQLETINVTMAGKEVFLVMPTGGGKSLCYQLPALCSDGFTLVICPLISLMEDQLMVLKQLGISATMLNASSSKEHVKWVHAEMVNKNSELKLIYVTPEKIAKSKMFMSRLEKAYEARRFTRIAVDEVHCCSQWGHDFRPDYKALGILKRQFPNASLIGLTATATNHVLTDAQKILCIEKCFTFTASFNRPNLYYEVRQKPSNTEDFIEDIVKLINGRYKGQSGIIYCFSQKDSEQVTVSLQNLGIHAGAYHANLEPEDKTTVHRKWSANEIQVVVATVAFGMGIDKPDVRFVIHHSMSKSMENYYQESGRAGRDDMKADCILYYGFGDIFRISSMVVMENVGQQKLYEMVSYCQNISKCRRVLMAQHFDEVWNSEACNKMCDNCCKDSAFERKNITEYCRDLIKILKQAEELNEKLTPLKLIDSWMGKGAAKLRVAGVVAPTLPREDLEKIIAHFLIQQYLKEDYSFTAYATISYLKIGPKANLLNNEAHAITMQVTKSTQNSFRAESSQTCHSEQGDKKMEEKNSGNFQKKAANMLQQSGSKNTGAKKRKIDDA
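RECQ1T1 50 nM; forked duplex (20 bp + 30-nt ss tails) 200 nM, ATP 2 mM final; pH 8.0, 2 mM MgCl2, 2.5 ug/ml poly(dI-dC); 15 min compound preincubation; discontinuous kinetic read over 2 h at RT.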
KDM4E inh: JMJD2E (human) inhibition | JMJD2E catalytic domain, FDH-coupled NADH fluorescence (FDH is formaldehyde dehydrogenase) | Potency, µM (titrated, usually from 57.1 µM), inactives show top-dose activity change, negative = inhibition, actives largely listed as inhibitors | AID 2147 | B2RXH2 | 230,000 compounds, 1.6% hits; active means well fitted inhibition curve with a large enough effect, not every such curve was filed as active; inconclusive means small, poorly fitted or top-dose-only effect, or another doubt; inactive means no such curve, though single readings can be large or run the other way;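 further: 0% = wells with enzyme and -100% = buffer wells without enzyme; nearly all actives have a fitted effect of over 50% in size; many of its hits are not listed in these tables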
Target sequence (B2RXH2 1-337 limits assumed): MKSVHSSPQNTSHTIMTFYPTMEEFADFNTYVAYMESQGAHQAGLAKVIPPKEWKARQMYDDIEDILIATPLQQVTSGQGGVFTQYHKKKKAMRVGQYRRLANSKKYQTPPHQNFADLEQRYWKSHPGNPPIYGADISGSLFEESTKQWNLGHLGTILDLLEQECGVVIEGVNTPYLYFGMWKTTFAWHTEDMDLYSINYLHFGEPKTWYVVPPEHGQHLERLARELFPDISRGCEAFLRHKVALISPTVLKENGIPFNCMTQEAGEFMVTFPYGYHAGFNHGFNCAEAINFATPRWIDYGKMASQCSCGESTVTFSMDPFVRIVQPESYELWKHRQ
TRb SRC2 PPI: inhibitors of human thyroid hormone receptor beta-SRC2 interaction | P10828 | TRbeta-SRC2 peptide binding, fluorescence polarization; receptor liganded with 1 µM T3 | Potency, µM (series often up to 106 µM), inactives show at the highest dose activity change, negative = inhibition, most hits filed as inhibitors | 280,000 compounds, 0.065% hits | AID 1469;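 further: plate controls were bound peptide for no effect and peptide without receptor for full effect; nearly all actives have a fitted effect of over 50% in size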
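Human TRb LBD (0.6 uM) plus Texas Red-labeled SRC2 peptide (20 nM), 1uM T3, 5% DMSO, 5 hr at ambient temperature. Decreased polarization (555/632 nm) flags inhibition; data normalized to free and bound peptide controls.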
Tau fibril FP: tau fibrillization inhibition (FP); Potency, µM (series often up to 57.7 µM), inactives show top-dose activity, negative = inhibition, usual class: inhibitors; P10636; 280,000 compounds, 0.39% hits; K18 P301L tau heparin fibrillization, Alexa594 FP, 6 h; further: nearly all actives have a fitted effect of over 55% in size
Target sequence (P10636 561-689 P618L limits assumed): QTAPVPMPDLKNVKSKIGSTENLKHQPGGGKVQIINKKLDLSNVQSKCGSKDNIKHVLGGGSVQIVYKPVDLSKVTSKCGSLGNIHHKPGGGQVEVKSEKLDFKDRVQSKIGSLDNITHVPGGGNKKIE
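Read-out: fluorescence polarization of Alexa 594-labeled tau (0.24 uM), 555 nm excitation, 632 nm emission. Mixtures held 15 uM unlabeled K18 P301L, compound and 20 uM heparin, pH 7 acetate buffer, incubated 6 hr at 37 C.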
TexasRed fluor: counter-screen for TRb-SRC2 inhibitors: fluorescence interference; TRb/SRC2 Texas Red total fluorescence interference; 280,000 compounds, 0.29% hits; Potency, µM (titrated, usually from 106 µM), for the others: top-dose fluorescence change, negative = quenching; AID 1479; active means well fitted curve in either direction with a large enough effect; inconclusive means small, poorly fitted or top-dose-only effect
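Human TRb ligand-binding domain at 0.6 uM with 20 nM Texas Red SRC2 peptide in Tris buffer containing 1 uM T3 and 5% DMSO, incubated with compound 5 h at ambient temperature. Total fluorescence (555/632 nm) calculated as parallel + 2 × perpendicular.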
L3MBTL1 inh: L3MBTL1 (human) inhibition; Q9Y468; AlphaScreen L3MBTL1–H3K9me1 peptide binding; AID 485360; 230,000 compounds, 0.66% hits; Potency, µM (series often up to 57.1 µM), for the others: at the top dose activity, negative = inhibition, usual class: inhibitors; further: nearly all actives have a fitted effect of over 60% in size
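Read-out is AlphaScreen signal from streptavidin donor and nickel chelate acceptor beads (10 ug/mL final each) bridging L3MBTL1 (50 nM) and biotinylated K9-monomethylated H3(1-15) peptide (75 nM), after 30 min compound exposure at room temperature.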
Tau fibril ThT: inhibitors of human tau fibril formation, thioflavin T binding; P10636; recombinant tau K18 P301L (four-repeat tau fragment), heparin-induced fibrillization, ThT fluorescence; Potency, µM (series often up to 57.4 µM), for inactives: top-dose activity, negative = inhibition, actives largely listed as inhibitors; 270,000 compounds, 2.1% hits; AID 1460; further: nearly all actives have a fitted effect of over 55% in size
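Tau K18 P301L fragment (15 uM unlabeled plus 0.24 uM Alexa 594-labeled) in 100 mM sodium acetate pH 7 with compound, fibrillization induced by 20 uM heparin for 6 hr at 37 C. Thioflavin T (30 uM) added, fluorescence read after 1 hr (ex 450, em 510 nm).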
Numbers without * were called inactive; i = inactive; u = inconclusive; x = not tested or not shown; & = joins results of further samples; [ ] = dose if it differs, or a comment. Unless noted, the call rests on the fitted dose curve; in most records, active means well fitted curve in the direction sought with a large enough effect; inconclusive means small, poorly fitted or top-dose-only effect, or another doubt; inactive means no such curve, though single readings can be large; an effect the other way counts as inactive or inconclusive. Unless noted, on the % scale 0 is the no-effect control and ±100 the full control effect; potency means the concentration at half of the fitted maximal effect.

no.	molecule	RGS12 GoLoco inh	RECQ1 helicase	KDM4E inh	TRb SRC2 PPI	Tau fibril FP	TexasRed fluor	L3MBTL1 inh	Tau fibril ThT
1	CCOC(=O)N/N=C/c1ccc(N(CC)CC)cc1O	11.2%	i	28.2µM*	-1.8%	6.5%	-2.9%	-11.7%	u
2	O=C(COc1ccc(/C=N/NC(=O)c2ccc(O)cc2)cc1)Nc1cccc([N+](=O)[O-])c1	24.7%	-10.8%	4.7%	4.7%	-13.4%	-6.6%	20.6%	u
3	COc1ccc2cc(CN(CC3CCCO3)S(=O)(=O)c3ccccc3Cl)c(=O)[nH]c2c1 (stereo unspecified)	3.1%	i	u	-7.3%	-3.4%	1.3%	x	-9.3%
4	C=C1CCN(C(Cc2ccccc2)C(=O)OC)S(=O)(=O)c2ccc(F)cc21 (stereo unspecified)	-3.0%	u	-5.7%	7.0%&10.5%	-2.0%	-0.3%&-0.3%	x	-0.9%
5	N#C/C(=C\c1ccc(-c2ccc(Br)cc2)o1)C(=O)Nc1ccccc1O	x	x	x	-5.5%	-4.2%	-21.4%	x	-8.2%
6	Cc1cccc(Cn2c(SCCO)nc3c2c(=O)n(C)c(=O)n3C)c1	0.5%	-1.0%	0.0%	8.7%	0.7%	-1.7%	7.9%	2.6%
7	O=C(c1ccc(O)cc1)c1ccc(O)cc1O	12.4%	-5.2%	-1.3%	-2.5%	3.7%	-1.3%	x	-12.0%
8	Cc1ccc(S(=O)(=O)N2CCN(C(=O)c3ccccn3)CC2)c(C)c1	-10.7%	-6.6%	11.3%	0.6%	-5.3%	0.3%	x	5.8%
9	CSc1cccc(NC(=S)Nc2ccc(F)cc2)c1	3.2%	i	5.2%	2.3%	-5.6%	-1.3%	-12.3%	-3.2%
10	COc1cccc(-n2cnc3sc(C)cc3c2=O)c1	1.2%	i	9.3%	-2.5%	-11.4%	-4.3%	-6.2%	-5.6%
11	COc1ccc(O)c(-c2cc(C(F)(F)C(F)F)nc(-c3ccccc3)n2)c1	x	-3.2%	5.9%	-3.1%	1.9%	4.9%	-0.3%	-9.7%
12	CCC(C)(C)c1ccc(Oc2ccc(N)cc2)cc1	8.4%	i	-0.3%	5.4%	14.5%	-1.8%	-26.4%	-1.5%
13	Cc1csc(C(=O)O)c1-n1cccc1	-5.0%	-20.7%	10.1%	-4.5%	4.9%	-4.3%	u	0.6%
14	COc1ccc(-c2cc(C(=O)Nc3c(C)nn(Cc4ccccc4Cl)c3C)no2)cc1OC	3.1%	-9.0%	-4.6%	14.9%	0.8%	0.3%	-1.9%	-10.6%
15	CCOC(=O)C1=C(O)C(=O)NC(c2ccccc2)=C(OC2CCCCC2)C1	6.3%	-10.7%	-8.3%	0.1%	-1.6%	-1.9%	1.7%	-17.5%
16	CCOC(=O)Cn1c(=O)n(-c2ccccc2OC)c2nc(-c3cccc(F)c3)nc(C(N)=O)c21	x	x	x	4.9%	u	-2.9%	x	-5.0%
17	Cn1c(N)c(C(=O)COC(=O)c2ccc([N+](=O)[O-])o2)c(=O)n(C)c1=O	-4.5%	-6.0%	-4.3%	1.1%	-4.9%	-0.9%	-1.7%	-7.5%
18	CCn1ccc2cc(S(=O)(=O)N3CCC(C(=O)NCCc4ccccc4Cl)CC3)ccc21	x	x	x	0.8%	2.4%	-6.6%	x	2.6%
19	NC(=O)C1CCCN(C(=S)Nc2cccc3ccccc23)C1 (stereo unspecified)	-2.1%	-1.7%	u	-2.3%	-10.5%	-1.6%	-5.6%	-5.7%
20	COc1cc(CCCN2C(=S)NC[C@@H]2c2ccccc2)cc(OC)c1OC	-0.7%	-16.4%	5.7%	-11.9%	9.6%	-1.5%	2.7%	5.2%
21	O=C(c1ccc(Cl)cc1)N1CCN(C(=O)c2ccco2)CC1	-7.9%	16.1%	1.1%	-24.8%	1.5%	0.8%	-1.4%	-13.6%
22	Cc1onc(-c2ccccc2Cl)c1C(=O)Nc1ccccc1C(N)=O	1.2%	-1.0%	-9.4%	-10.5%	-2.4%	-1.5%	8.1%	1.6%
23	COc1ccc(-c2c[n+]3c(n2-c2c(C)n(C)n(-c4ccccc4)c2=O)CCCCC3)cc1	12.0%	-4.7%	-2.2%	-3.8%	6.8%	-5.0%	17.9%	10.1%
24	Cc1ccc(-c2nn(-c3ccccc3)cc2C(=O)N2CCOCC2)cc1C	11.0%	i	0.2%	3.0%	-3.3%	-1.7%	-0.2%[11.4 µM]	-2.4%
25	CCc1ccc2c(c1)-c1ccccc1S(=O)(=O)N2CC(=O)N1CCCCC1	x	x	x	-5.2%	-6.6%	-16.9%	x	0.1%

Rewritten field by field: part of the list above.
#18 CCn1ccc2cc(S(=O)(=O)N3CCC(C(=O)NCCc4ccccc4Cl)CC3)ccc21
  RGS12 GoLoco inh: x | RECQ1 helicase: x | KDM4E inh: x | TRb SRC2 PPI: 0.8% | Tau fibril FP: 2.4% | TexasRed fluor: -6.6% | L3MBTL1 inh: x | Tau fibril ThT: 2.6%

#19 NC(=O)C1CCCN(C(=S)Nc2cccc3ccccc23)C1 (stereo unspecified)
  RGS12 GoLoco inh: -2.1% | RECQ1 helicase: -1.7% | KDM4E inh: u | TRb SRC2 PPI: -2.3% | Tau fibril FP: -10.5% | TexasRed fluor: -1.6% | L3MBTL1 inh: -5.6% | Tau fibril ThT: -5.7%

Other entries
no.	molecule	RGS12 GoLoco inh	RECQ1 helicase	KDM4E inh	TRb SRC2 PPI	Tau fibril FP	TexasRed fluor	L3MBTL1 inh	Tau fibril ThT
26	COc1ccc(NC(=O)CC2C(=O)NCCN2C(=O)c2ccc(Cl)cc2)cc1 (stereo unspecified)	9.8%	-6.2%	-0.5%	-1.5%	-8.9%	-1.2%	1.0%	-9.4%
27	c1ccc(N2CCN(Cc3ccnc4ccccc34)CC2)cc1	4.6%	3.5%	u	1.3%	6.9%	-2.5%	-12.8%	-8.5%
28	O=C(CC(=O)Nc1ccc(Cl)c(Cl)c1)N/N=C/c1ccc(O)cc1	2.4%	i	8.7%	-3.7%	-7.4%	-0.3%	3.6%	-13.0%
29	O=C(NCC1CCCN(Cc2ccc3nonc3c2)C1)c1ccc(F)cc1 (stereo unspecified)	9.5%	-1.4%	2.0%	-2.5%	-0.7%	0.2%	1.7%	-10.7%
30	Cc1ccc(SCCC(=O)Nc2ccccc2C(=O)N2CCOCC2)cc1	1.4%	-0.6%	1.3%	-3.6%	2.7%	-3.1%	0.0%	7.2%
31	O=C(NCc1cccs1)c1cccc(N2CCCC2=O)c1	-0.5%	-5.9%	0.7%	4.8%	-4.1%	-0.1%	0.9%	-5.2%
32	CNC(=O)C1CC(=O)N(Cc2ccc3c(c2)OCO3)C(=Nc2ccc(OC)cc2)S1 (stereo unspecified)	-9.1%	-1.7%	-0.5%	-9.8%	3.7%	0.8%	43.6%[activator]	-9.3%
33	O=C(NCCN1CCOCC1)c1ccc2ccccc2n1	-2.4%	-4.8%	0.7%	-19.6%	6.4%	-2.9%	x	-5.0%
34	Cc1[nH]n(-c2ccccc2)c(=O)c1C(C[N+](=O)[O-])c1ccccc1Cl (stereo unspecified)	2.7%	8.1%	-27.6%	-14.2%	5.8%	2.6%	x	-21.9%
35	CCOc1ccccc1NC(=O)Cn1c(=O)n(CCC(=O)NCc2ccc3c(c2)OCO3)c(=O)c2ccccc21	x	x	x	3.2%	-6.7%	9.9%	x	6.4%
36	Cc1ccc(O)c(CNc2ccc(S(=O)(=O)Nc3nccs3)cc2)c1	-6.3%	-8.6%	-0.7%	-3.8%	2.7%	-3.3%	x	x
37	O=S(=O)(Nc1cccc2ncccc12)c1cccs1	0.5%	-2.1%	-4.2%	-1.7%	-3.7%	-3.2%	-20.9%	-18.9%
38	OCC[C@@H]1C[C@@H](O)[C@H](O)[C@]2(CCCCO2)O1	-0.7%	-4.1%	2.2%	-3.1%	u	-2.1%	6.5%	-1.4%
39	CCc1ccc(/C=C/C(=O)c2cc(Br)ccc(=O)c2O)cc1	26.6%	u	u	-20.2%	u	-8.2%	x	15.8µM*
40	Cc1ncc(CN2CCC(CO)(CCOc3ccccc3)CC2)s1	0.9%	u	-2.4%	1.5%	3.1%	-2.7%	5.4%	-3.1%
41	c1ccc(Cn2cc(CSc3ccccc3)nn2)cc1	9.2%	8.2%	-6.3%	-0.3%	4.4%	-0.3%	x	-8.0%
42	COc1ccc(CCn2c(C)nc3ccccc3c2=O)cc1OC	2.8%	-0.5%	-4.6%	12.1%	1.7%	-1.9%	-9.9%	2.9%
43	CCOC(=O)c1ccc(NC(=O)CN2C(=O)C(=O)N(CC(C)C)C2=O)cc1	7.7%	i	1.9%	4.7%	-6.3%	-1.9%	x	-7.0%
44	COc1cccc(/C=N/NC(=O)Cn2nc(C)c([N+](=O)[O-])c2C)c1O	x	-1.6%	11.2µM*	-1.3%	0.9%	-2.1%	-5.1%	-4.2%
45	CC1CCCC(NC(=O)Cc2ccc(Br)cc2)C1C (stereo unspecified)	2.1%	-2.8%	6.9%	-11.3%	-5.4%	0.8%	u	-10.8%
46	CSC1=C(C#N)C(c2ccc(C(C)C)cc2)CC(=O)N1 (stereo unspecified)	4.0%	-3.0%	0.6%	-6.4%	-0.9%	-0.2%	x	-6.8%
47	CCOc1cccc(CC(=O)N2CCc3c([nH]c4ccccc34)C2c2ccccc2)c1OCC (stereo unspecified)	x	x	x	-3.3%	2.0%	-0.8%	x	-5.4%
48	O=C(Nc1ccc(N2CCCC2)c(Cl)c1)c1ccc(Br)o1	27.1%	-7.6%	-16.0%	-1.8%	u	-2.0%	-18.5%	u
49	C=C(C)CSc1nc2ncccc2[nH]1	-6.0%	-6.2%	-4.9%	-19.6%	10.3%	-1.9%	-1.2%	1.8%
50	Cc1cccc2c1Sc1ccccc1CC2=O	9.0%	-2.7%	-5.7%	-3.2%	-3.2%	-1.6%	21.7%	-13.4%
51	O=C(Nc1cnc2ccccc2c1)c1cccnc1	-1.8%	-7.2%	1.6%	-1.4%	10.5%	-3.3%	x	-11.2%
52	Cc1cc(C)nc(Nc2n[nH]c(COc3ccccc3)n2)n1	1.2%	-8.3%	3.0%	3.1%	-0.5%	-0.3%	1.3%	4.4%

Only part of the results is shown; the hit share may differ from the screen's.
